Source: PubChem
TDP1 block: qHTS Assay for Inhibitors of Tyrosyl-DNA Phosphodiesterase (TDP1); AID 485290, 2010; Potency, µM (titrated, usually from 130 µM), for inactives: top-dose activity change, negative = inhibition, hits mostly inhibitors; recombinant TDP1, AlphaScreen DNA substrate cleavage; 350,000 tested, 0.28% active; Tyrosyl-DNA phosphodiesterase 1 (Homo sapiens), Q9NUW8; active = well fitted inhibition curve with a large enough effect; note: nearly all actives have a fitted effect of over 40% in size
Target sequence (Q9NUW8 whole entry, looked up): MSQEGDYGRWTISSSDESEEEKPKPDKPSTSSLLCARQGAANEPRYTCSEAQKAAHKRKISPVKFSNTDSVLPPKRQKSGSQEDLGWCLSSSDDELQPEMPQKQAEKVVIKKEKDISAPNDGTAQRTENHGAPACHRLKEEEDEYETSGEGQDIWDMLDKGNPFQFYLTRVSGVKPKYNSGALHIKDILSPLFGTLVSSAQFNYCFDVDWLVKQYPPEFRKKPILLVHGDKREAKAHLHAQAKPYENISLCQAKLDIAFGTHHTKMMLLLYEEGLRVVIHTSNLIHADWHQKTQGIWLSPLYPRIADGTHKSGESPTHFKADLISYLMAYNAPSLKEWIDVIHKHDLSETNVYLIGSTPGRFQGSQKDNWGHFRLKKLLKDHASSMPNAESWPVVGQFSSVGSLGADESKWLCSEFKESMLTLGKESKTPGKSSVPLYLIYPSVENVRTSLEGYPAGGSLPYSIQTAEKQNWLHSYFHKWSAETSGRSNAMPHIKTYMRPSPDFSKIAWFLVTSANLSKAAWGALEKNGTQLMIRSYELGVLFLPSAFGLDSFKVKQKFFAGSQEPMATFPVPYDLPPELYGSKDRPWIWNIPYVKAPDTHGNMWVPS
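AlphaScreen read-out: signal falls as enzyme removes the 3' tyrosine-FITC from a 5'-biotinylated DNA oligo (15 nM, 5 min, RT). Enzyme was E. coli-made recombinant Tdp1 at 1 nM, exposed to compound for 15 min beforehand; beads 10 ug/ml, 10 min.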
* hit, by the source's call; & = joins results of further samples; [ ] = another dose, or the depositor's remark. % is set by controls: 0 for no effect and ±100 for the full control effect; potency is the fitted concentration of half-maximal effect.

compound	TDP1 block
CN(C)c1ccc(C(=O)OCC#CCSc2nnc(-c3cccc4ccccc34)o2)cc1	0%
Cc1ccc2c(c1)SC1=NC(c3ccccc3)(C(F)(F)F)NC(=O)N12 (stereo not given)	4%
O=C(O)CCC1CCCC1	6%
CCc1cc2c(nc1CC)CCN(CC/C(C)=N/O[C@@H](C)CN1CCCc3nc(C)c(C)cc31)C2	7%[21 µM]
COC(=O)[C@@H]1CC[C@H](C)[C@@H](c2ccc(C)cc2)N1C(=O)c1ccc(/C=N\OC[C@@H]2O[C@H](c3ccccc3)C=C[C@@H]2Oc2ccc(OC)cc2)cc1	9%[21 µM]
COc1ccc(NC(=O)CCl)cn1	-2%
CCN(CC)C(=O)c1sc(NC(=O)c2ccc(OC)c([N+](=O)[O-])c2)c(C#N)c1C	-1%
COC(=O)C1=C(C(=O)OC)[C@@H]2N(Cc3ccccc3)c3ccccc3[C@@]23C[C@@H](C(=O)OC)N(S(=O)(=O)c2ccc(C#N)cc2)C3=N1	11%[21 µM]
CCOC(=O)N1CCC(NC(=O)c2ccc3c(c2)sc2nc(-c4ccc(OC)cc4)cn23)CC1	6%
CC1=NN(C(N)=S)C(=O)C1N=Nc1ccc(C)cc1C (stereo not given)	5%
COc1ccc(CCCn2ncc3c2nc(N)n2nc(-c4ccco4)nc32)cc1	9%
Cn1nnnc1Sc1ncnc2scc(-c3ccc(C(F)(F)F)cc3)c12	6%
Cc1cc(C(=O)NCC23CC4CC(CC(C4)C2)C3)c(C)o1	2%
COc1cccc(-n2nnnc2SCC(=O)c2cc(OC)ccc2OC)c1	1%
CC(OCc1ccccc1)C(NC(=O)OC(C)(C)C)C(=O)NC1COC2CC(n3ccc(=O)[nH]c3=O)OC12 (stereo not given)	9%
CC(C)C(=O)Nc1ccc(C(=O)N2CCN(C(=O)c3ccco3)CC2)cc1	0%
COc1cccc([C@H]2Oc3ccc(OC)cc3/C(=N\O[C@@H]3O[C@H](COC(C)=O)[C@H](OC(C)=O)[C@H](OC(C)=O)[C@H]3OC(C)=O)[C@@H]2O)c1	6%[21 µM]
C/C(=N/NC(=O)C1CCCC1)c1ccc(NC(=O)C(F)(F)F)cc1	1%
CC1(C)C(=O)OC(c2cccn2-c2cccc([N+](=O)[O-])c2)C2(CCCCC2)C1=O (stereo not given)	4%
COC(=O)[C@H](COC(C)(C)C)NC(=O)O[C@@H]1C(=O)c2cc(Br)ccc2O[C@H]1c1ccc2c(c1)OCO2	4%
Cc1cccc(Nc2nc(C)nc(N)c2S(=O)(=O)c2ccccc2)c1	7%
O=S(=O)(c1cc(-c2nc3ccccc3s2)ccc1Cl)N1CCOCC1	2%
COc1ccc(C2C(C(C)=O)=C(C)N=c3s/c(=C/c4ccc5c(c4)OCO5)c(=O)n32)cc1 (stereo not given)	7%
CCCCC(CC)COCC1CO1 (stereo not given)	12%
Cc1cccc(CN2CC34CCC(CC3S2(=O)=O)O4)c1 (stereo not given)	9%

A portion of the results above:
compound	TDP1 block
CCOC(=O)N1CCC(NC(=O)c2ccc3c(c2)sc2nc(-c4ccc(OC)cc4)cn23)CC1	6%
CC1=NN(C(N)=S)C(=O)C1N=Nc1ccc(C)cc1C (stereo not given)	5%
COc1ccc(CCCn2ncc3c2nc(N)n2nc(-c4ccco4)nc32)cc1	9%
Cn1nnnc1Sc1ncnc2scc(-c3ccc(C(F)(F)F)cc3)c12	6%
Cc1cc(C(=O)NCC23CC4CC(CC(C4)C2)C3)c(C)o1	2%
COc1cccc(-n2nnnc2SCC(=O)c2cc(OC)ccc2OC)c1	1%
CC(OCc1ccccc1)C(NC(=O)OC(C)(C)C)C(=O)NC1COC2CC(n3ccc(=O)[nH]c3=O)OC12 (stereo not given)	9%
CC(C)C(=O)Nc1ccc(C(=O)N2CCN(C(=O)c3ccco3)CC2)cc1	0%
COc1cccc([C@H]2Oc3ccc(OC)cc3/C(=N\O[C@@H]3O[C@H](COC(C)=O)[C@H](OC(C)=O)[C@H](OC(C)=O)[C@H]3OC(C)=O)[C@@H]2O)c1	6%[21 µM]
C/C(=N/NC(=O)C1CCCC1)c1ccc(NC(=O)C(F)(F)F)cc1	1%
CC1(C)C(=O)OC(c2cccn2-c2cccc([N+](=O)[O-])c2)C2(CCCCC2)C1=O (stereo not given)	4%
COC(=O)[C@H](COC(C)(C)C)NC(=O)O[C@@H]1C(=O)c2cc(Br)ccc2O[C@H]1c1ccc2c(c1)OCO2	4%
Cc1cccc(Nc2nc(C)nc(N)c2S(=O)(=O)c2ccccc2)c1	7%
O=S(=O)(c1cc(-c2nc3ccccc3s2)ccc1Cl)N1CCOCC1	2%
COc1ccc(C2C(C(C)=O)=C(C)N=c3s/c(=C/c4ccc5c(c4)OCO5)c(=O)n32)cc1 (stereo not given)	7%
CCCCC(CC)COCC1CO1 (stereo not given)	12%
Cc1cccc(CN2CC34CCC(CC3S2(=O)=O)O4)c1 (stereo not given)	9%

Continued:
compound	TDP1 block
COc1ccc(-c2nc(C)c(CCNC(=O)c3cccs3)s2)cc1	7%
COC(=O)N1C(/C=C/c2ccc3c(c2)OCO3)=Cc2ccccc2C1CC(C)=O (stereo not given)	-4%[21 µM]
O=C(CCl)c1ccc2c(c1)CCN2C(=O)C1CC1	0%
COC(=O)C(C#N)c1nc2ccccc2nc1N1CCN(Cc2ccc3c(c2)OCO3)CC1 (stereo not given)	5%
O=C(N[C@@H](c1ccccc1)[C@@H]1C[C@H]1C(=O)NCc1ccccc1)OCc1ccccc1	4%
CC[C@@H](c1ccccc1)n1c(=O)n2n(c1=O)[C@H]1[C@H](O)[C@H]3O[C@@H]3/C(=N/OC[C@@H](O)COCc3ccco3)[C@@H]1CC2	6%[21 µM]
N#Cc1nc(Nc2cccc(Cl)c2)c2ncn(C3CCCC3)c2n1	-4%&-1%
COc1cc(OC)c2c(c1)OC(=O)CC2c1ccccc1OC (stereo not given)	5%
CCN1C(=O)/C(=c2\s/c(=C3\Sc4ccccc4N3C)c(=O)n2C)N(C)C1=S	-2%
O=C(CCS(=O)(=O)c1ccc2c(c1)NC(=O)CO2)Nc1cccc(C(F)(F)F)c1	-3%
COC(=O)C1=C(C)N(Cc2ccccc2)C2=C3C(=O)N(C)C(=O)C3[C@@](O)(C(=O)OC)C(=O)N2C1c1ccccc1 (stereo not given in full)	6%&8%[21 µM]
O=C(/C=C/c1ccc(O)c(O)c1)c1ccc(O)cc1O	11%
Cc1ccc2[nH]c3c(N4CCCCCC4)ncnc3c2c1	3%
CN1CCN(C2Cc3ccccc3Sc3ccc(S)cc32)CC1 (stereo not given)	16%
COc1ccc2c(c1)C(=O)[C@H](OC(=O)Nc1cc(OC)c(OC)c(OC)c1)[C@@H](c1ccc(OC)c(Br)c1)O2	9%
CC(=O)Nc1ccc(OS(=O)(=O)c2ccc(C(C)(C)C)cc2)cc1	0%
Nc1cnn([C@@H]2O[C@H](CO)[C@@H](O)[C@H]2O)c(=O)n1	8%
NC(N)=NCCC[C@H](N)C(=O)NCC(=O)N[C@@H](CC(=O)O)C(=O)O	5%
CC1=NNC(=O)C1C(c1ccccc1)C1C(=O)NN=C1C (stereo not given)	8%
O=C1CC[C@H](C(=O)N[C@@H]2C[C@H]2c2ccccc2)N1	4%
COc1ccc2cc(/C=N/NC(=O)CN(c3ccccc3)S(=O)(=O)c3ccccc3)c(Cl)nc2c1	-1%
CC(C)n1nnc2cc(C(=O)O)ccc21	-5%
Cc1ccc(C2NC(C(=O)O)CS2)cc1 (stereo not given)	0%
COC(=O)[C@@]1(Cc2ccc(OC)cc2)[C@H]2c3cc(C(=O)N(C)C)n(Cc4ccc(Cl)c(C(F)(F)F)c4)c3C[C@H]2CN1C(=O)c1ccccc1	14%
O=C(O)C1CN(CCCP(=O)(O)O)CCN1 (stereo not given)	11%
Cc1sc2ncnc(SCC(=O)c3ccc(Cl)s3)c2c1C	8%
COc1ccc(C2=Nn3c(nnc3-c3ccccc3OC)SC2)cc1OCC1CC1	7%
CC1CCN(C(=O)C2CCC(CNS(=O)(=O)c3cccc4cccnc34)CC2)CC1 (stereo not given)	7%
O=C(CNC(=O)c1ccccc1)N[C@H](C(=O)Nc1cc(C(F)(F)F)ccc1Cl)c1ccccc1	1%&0%
C=CCCC/C=C(/C)C(OCc1ccc(OC)cc1)C(CC/C=C(\C)C(N)=O)OC (stereo not given)	2%[21 µM]
CNc1ccc(O)cc1	15%
CCCCCCC1=Cc2cc(OC)c(OC)cc2C(C(C(C)=O)C(=O)OC)O1 (stereo not given)	5%[21 µM]
CC1(OC(=O)c2cnc3ccccc3n2)C(=O)C=C2C=C(c3ccc(C#N)cc3)OC=C2C1=O (stereo not given)	6%&2%
N[C@H](CSSC[C@@H](N)C(=O)O)C(=O)O	8%
C[C@H]1Cc2c(COc3ccccc3)nc3c(c2CO1)CN(C(=O)C1CCCCC1)CC3	8%[12.3 µM]
Cn1nnnc1Sc1ncnc2scc(-c3cccc(C(F)(F)F)c3)c12	1%
CC(=O)n1nnc2ccccc21	6%
COc1ccc(C(=C2C(=O)Nc3ccccc32)c2ccc(OC)cc2)cc1	23%
Cc1cc(C)cc(OCC(=O)Nc2cccc3cccnc23)c1	0%
CC[C@H](C)[C@@H](NC(=O)O[C@@H]1C(=O)c2cc(Br)ccc2O[C@H]1c1ccc2c(c1)OCO2)C(=O)OC	7%&3%
COc1ccc(NC(=S)Nc2ccc(C)c(S(=O)(=O)N3CCCCC3)c2)cc1	1%
CC(=O)N1C2(C=CC1(C)C(=O)NCc1ccccn1)CCCCC2 (stereo not given)	7%
COc1ccc(N(CC(=O)N/N=C(\C)c2cccs2)S(=O)(=O)c2ccccc2)cc1Cl	-1%
O=C(c1ccc(Cl)cc1Cl)n1nnc2ccccc21	4%
O=C(O)CC[C@H](NC(=O)c1ccccc1C(=O)O)C(=O)O	6%[56.1 µM]
CC(C)c1ccc2oc(-c3cc(NC(=O)c4cccs4)ccc3Cl)nc2c1	5%

Given field by field: entries from further up.
Molecule: Cc1sc2ncnc(SCC(=O)c3ccc(Cl)s3)c2c1C
- TDP1 block: 8%
Molecule: COc1ccc(C2=Nn3c(nnc3-c3ccccc3OC)SC2)cc1OCC1CC1
- TDP1 block: 7%
Molecule: CC1CCN(C(=O)C2CCC(CNS(=O)(=O)c3cccc4cccnc34)CC2)CC1 (stereo not given)
- TDP1 block: 7%

An excerpt. The share of hits here may be higher or lower than overall.
